Source: PubChem (several laboratories)
human PMI inhibition: inhibitors of human PMI, primary screen, biochemical, fluorescence intensity, coupled assay (AID 1209) | 190,000 tested, 0.42% active | purified PMI enzyme, coupled fluorescence intensity; higher % means a stronger effect | inhibition, % at 20 µM; hits with a dose series show IC50 in µM;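 note: plate controls were DMSO vehicle for no effect and wells lacking substrate for full effect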
P. falciparum M17LAP: P. falciparum M17LAP inhibitors, primary screen, biochemical, fluorogenic H-Leu-NHMec substrate, 1536-well (AID 1619); 220,000 tested, 0.38% active; one-dose inhibition, % at 30 µM; IC50 in µM for titrated hits; recombinant M17LAP, H-Leu-NHMec fluorogenic kinetic assay; higher % means a stronger effect;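 active = compound inhibiting the enzyme by more than half at any dose during confirmatory dose-response retesting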;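 note: plate controls were full reaction with DMSO carrier for no effect and no enzyme background for full effect; strong numbers were not always called active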
XIAP displacement: XIAP antagonists, biochemical, IAP family, fluorescence polarization (AID 1018) | one-dose displacement, % at 20 µM; IC50 in µM for titrated hits | XIAP BIR domain, fluorescence polarization peptide displacement; higher % means a stronger effect | 200,000 tested, 0.007% active; in the data active = displacement above about 50%; note: a part of the inactive calls stands beside numbers as strong as those of hits
M1AAP inhibition: malaria alanyl aminopeptidase activity blockers – biochemical, fluorogenic H-Leu-NHMec substrate, 1536-well (AID 1445); 220,000 tested, 0.42% active; one-dose inhibition, % at 30 µM; IC50 in µM for titrated hits; recombinant M1AAP, H-Leu-NHMec fluorogenic kinetic assay; higher % means a stronger effect;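 active = primary inhibition above the hit cutoff, then over 50% inhibition at one or more dose response concentrations, cut at about 23% in these data, passing the limit was not always enough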;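 note: plate controls were DMSO full reaction for no effect and no enzyme background for full effect; strong numbers were not always called active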
Lipid droplet: hepatic lipid droplet formation modulation | AML12 mouse hepatocytes, oleate lipid droplets, BODIPY imaging | 240,000 tested, 0.4% active | inhibition, % at 6.5 µM;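 active = lipid droplet intensity inhibited by at least 50%, with more than 500 cells counted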
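material = mouse AML12 hepatocyte cell line, fixed after treatment | also added = 100 µM oleic acid challenge | doses = compound at 6.5 µM only | schedule = overnight exposure | technique = Image-based BODIPY and DAPI two-channel analysis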
TNAP activation fold: human TNAP enzyme activators, primary screen, biochemical, luminescent, no phosphate acceptor, uHTS (AID 1001) | purified TNAP, luminescent activation assay, no phosphate acceptor; higher activation fold means a stronger effect | 200,000 tested, 0.03% active | activation fold at 20 µM, or EC50 in µM where a hit was titrated; in the data active = activation fold from about 3, or a potency from the dose series; inactive = the rest, 99 in 100 with activation fold below about 1.6; note: many of its hits are not listed in these tables
human PMI inhibitors: MPI inhibition at elevated mannose 6-phosphate – biochemical, fluorescence intensity, high mannose 6-phosphate, primary screen (AID 1220); recombinant PMI enzyme, coupled fluorescence intensity; higher % means a stronger effect; one-dose inhibition, % at 20 µM; IC50 in µM for titrated hits; 190,000 tested, 0.66% active
Siah-1 displacement: Siah-1 peptide-binding antagonists, primary screen, biochemical, fluorescence polarization, rhodamine-plectin, uHTS (AID 1817) | 290,000 tested, 0.02% active | Siah-1 / rhodamine-plectin peptide fluorescence polarization; higher % means a stronger effect | one-dose displacement, % at 20 µM; IC50 in µM for titrated hits;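 active = displacement of at least 50% at 20 µM, with a fluorescence ratio check between 0.3 and a set limit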;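 note: plate controls were Siah plus tracer with DMSO for no effect and tracer alone without Siah for full effect; strong numbers were not always called active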
UTI89 phage lysis: protection from phage-mediated lysis, alamar blue read-out – E. coli UTI89, K1F phage, bacterial capsule biogenesis inhibitors (AID 488966); 340,000 tested, 0.02% active; E. coli UTI89 K1F phage lysis, alamar blue, 2 h; higher % means a stronger effect; inhibition, % at 100 µM, or IC50 in µM where a hit was titrated;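 active = phage lysis inhibition, versus mean bacterial control, above a set limit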;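 note: capsule biogenesis inhibitors block K1F phage lysis so surviving cells raise fluorescence; higher fluorescence means more inhibition of phage lysis; actives were called in the ten point dose series up to 300 µM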
Lipid droplet cells 6.5 µM: second read-out of Lipid droplet, no call of its own (marks repeat the call); cell count; measured here: cell count, cytotoxicity flag;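 cells counted across two imaged fields per well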
Numbers without * were called inactive; [ ] = another dose, or the depositor's remark. Cut-off read from the data, not from the text of the source, unless noted: active = inhibition above about 50%; inactive = the rest.

For COc1ccccc1NC(=O)CSc1nnc(-c2ccoc2C)n1CC1CCCO1 (stereo not given) the results were human PMI inhibition -6.6%, P. falciparum M17LAP 8.8%, XIAP displacement -4.8%, M1AAP inhibition 4.0%, TNAP activation fold 1, human PMI inhibitors 1.5%, Siah-1 displacement -2.0% and UTI89 phage lysis 0.3%.
For Cc1noc(/C=C/N(C)C)c1S(=O)(=O)NC1CCCCC1 the results were human PMI inhibition 8.1%, P. falciparum M17LAP 14.3%, XIAP displacement -4.1%, M1AAP inhibition 14.6%, TNAP activation fold 1.1, human PMI inhibitors 5.0%, Siah-1 displacement 3.6% and UTI89 phage lysis 0.2%.
O=C(NC(=S)Nc1ccccc1O)c1ccc(-c2ccc(Cl)cc2)o1 was read as human PMI inhibition 0.7%, P. falciparum M17LAP 1.0%, XIAP displacement -5.5%, M1AAP inhibition -9.9%, TNAP activation fold 1, human PMI inhibitors 8.7%, Siah-1 displacement 0.7% and UTI89 phage lysis 0.2%.
`CCN1CCN(CC(=O)Nc2ccccc2)C(=O)C1=O` gave human PMI inhibition 7.4%, P. falciparum M17LAP -3.8%, XIAP displacement -2.6%, M1AAP inhibition 0.3%, TNAP activation fold 1.1, human PMI inhibitors 9.4%, Siah-1 displacement -3.1% and UTI89 phage lysis -1.0%.
`O=C(CSc1nnnn1C1CCCCC1)Nc1ccccc1F` gave human PMI inhibition 10.4%, P. falciparum M17LAP -7.4%, XIAP displacement 2.7%, M1AAP inhibition 0.2%, Lipid droplet 5.5, TNAP activation fold 1, human PMI inhibitors 9.4%, Siah-1 displacement -2.3%, UTI89 phage lysis -0.1% and Lipid droplet cells 6.5 µM 610.
`Fc1cccc(C[n+]2csc3ccccc32)c1` gave human PMI inhibition -2.2%, P. falciparum M17LAP -11.9%, XIAP displacement -6.3%, M1AAP inhibition 1.9%, TNAP activation fold 0.9, human PMI inhibitors -73.9%, Siah-1 displacement -1.1% and UTI89 phage lysis -1.4%.
`Oc1ccccc1/C=N/c1c(-c2ccco2)nc2ccccn12` gave human PMI inhibition 23.2%, P. falciparum M17LAP -3.5%, XIAP displacement -5.6%, M1AAP inhibition 9.8%, TNAP activation fold 1, human PMI inhibitors 47.8%, Siah-1 displacement 25.7% and UTI89 phage lysis 1.6%.
`CCn1ccc(C(=O)Nc2ccccc2SC)n1` gave human PMI inhibition -6.3%, P. falciparum M17LAP -4.4%, XIAP displacement -3.1%, M1AAP inhibition 0.1%, Lipid droplet -4.7, TNAP activation fold 1, human PMI inhibitors -6.1%, Siah-1 displacement 4.3%, UTI89 phage lysis -0.2% and Lipid droplet cells 6.5 µM 667.
For O=C(c1cnn2c(C(F)(F)F)cc(-c3ccc4c(c3)OCO4)nc12)N1CCCC1 the results were human PMI inhibition 7.7%, P. falciparum M17LAP 33.6%, XIAP displacement -4.8%, M1AAP inhibition 7.9%, TNAP activation fold 1.1, human PMI inhibitors 6.8%, Siah-1 displacement -4.8% and UTI89 phage lysis -0.8%.
CC(C)Cc1nnc(NC(=O)CSc2nc(=O)cc(N)n2-c2ccccc2)s1 was read as human PMI inhibition 8.3%, P. falciparum M17LAP -3.3%, XIAP displacement -6.5%, M1AAP inhibition -2.8%, Lipid droplet 23.0, TNAP activation fold 1, human PMI inhibitors 7.5%, Siah-1 displacement -3.3%, UTI89 phage lysis 0.1% and Lipid droplet cells 6.5 µM 769.
`Cc1cc(=O)n2nc(N3CCCC3C(=O)NCCCN3CCCCC3)sc2n1` (stereo not given) gave human PMI inhibition -0.4%, P. falciparum M17LAP -11.6%, XIAP displacement -1.7%, M1AAP inhibition 4.8%, Lipid droplet 3.7, TNAP activation fold 1.1, human PMI inhibitors -1.1%, Siah-1 displacement 0.1%, UTI89 phage lysis 1.3% and Lipid droplet cells 6.5 µM 703.
For Cc1ccc(NS(=O)(=O)c2ccc(C(=O)N3CCN(c4ccccn4)CC3)cc2)cc1 the results were human PMI inhibition -0.3%, P. falciparum M17LAP -13.1%, XIAP displacement -6.1%, M1AAP inhibition -8.0%, Lipid droplet -11.1, TNAP activation fold 1.1, human PMI inhibitors -6.9%, Siah-1 displacement -1.4%, UTI89 phage lysis 0.5%[50 µM] and Lipid droplet cells 6.5 µM 688.
Screening COc1ccc(CCNC(=O)c2ccc(CN3CCOCC3)cc2)cc1 returned human PMI inhibition 4.2%, P. falciparum M17LAP 0.0%, XIAP displacement -6.5%, M1AAP inhibition -6.1%, TNAP activation fold 1.1, human PMI inhibitors -5.9%, Siah-1 displacement 1.7% and UTI89 phage lysis 0.0%[50 µM].
Screening COc1ccc(OC)c(/C=N/NC(=O)c2cc3c(OC)cc(OC)cc3[nH]2)c1 returned P. falciparum M17LAP 3.7%, M1AAP inhibition 8.6%, Lipid droplet -21.4, Siah-1 displacement -11.3%, UTI89 phage lysis -0.2% and Lipid droplet cells 6.5 µM 768.
For CC1(C)NC(C)(C)C(O)(C(N)=O)C1=O (stereo not given) the results were human PMI inhibition -8.2%, P. falciparum M17LAP 5.5%, XIAP displacement 0.5%, M1AAP inhibition 5.9%, TNAP activation fold 1.1, human PMI inhibitors -7.6%, Siah-1 displacement -5.7% and UTI89 phage lysis 1.3%.
For Cc1ccc2nc(N3CCN(c4cccc(C)c4C)CC3)c3nnnn3c2c1 the results were human PMI inhibition 3.1%, P. falciparum M17LAP -2.1%, XIAP displacement -4.3%, M1AAP inhibition 5.5%, Lipid droplet 3.2, TNAP activation fold 1.1, human PMI inhibitors -9.5%, Siah-1 displacement -4.3%, UTI89 phage lysis 0.5% and Lipid droplet cells 6.5 µM 596.
For CCc1ccc(OCC(=O)Nc2cccc3nsnc23)cc1 the results were human PMI inhibition 15.8%, P. falciparum M17LAP 0.3%, XIAP displacement -5.0%, M1AAP inhibition 4.5%, Lipid droplet 1.6, TNAP activation fold 1.1, human PMI inhibitors 31.1%, Siah-1 displacement 2.3%, UTI89 phage lysis 0.3% and Lipid droplet cells 6.5 µM 701.
Screening Cn1c(=O)c2c(-c3ccc(OC(F)F)cc3)cc(-c3ccccc3)nc2n(C)c1=O returned P. falciparum M17LAP 7.4%, M1AAP inhibition 5.9%, Lipid droplet -3.2, Siah-1 displacement 0.0% and Lipid droplet cells 6.5 µM 667.
Screening O=C(NCc1ccc2c(c1)OCO2)C(=O)NCC(c1ccco1)N1CCN(c2ccccc2)CC1 (stereo not given) returned human PMI inhibition -4.9%, P. falciparum M17LAP -1.3%, XIAP displacement -2.4%, M1AAP inhibition 9.1%, Lipid droplet -3.1, TNAP activation fold 1.1, human PMI inhibitors -3.4%, Siah-1 displacement -4.4%, UTI89 phage lysis 0.4% and Lipid droplet cells 6.5 µM 699.
For O=C(Nc1ccccc1)C1=C[C@@H](C2CCCCC2)C[C@@H](OCCCCO)O1 the results were human PMI inhibition 15.8%, P. falciparum M17LAP 3.0%, XIAP displacement 0.4%, M1AAP inhibition 14.1%, Lipid droplet -7.0, TNAP activation fold 1.1, human PMI inhibitors 12.6%, Siah-1 displacement 2.9%, UTI89 phage lysis -1.4% and Lipid droplet cells 6.5 µM 755.
Screening O=c1cc(N2CCN(Cc3ccccc3)CC2)[nH]c(=O)n1-c1ccc(Br)cc1 returned human PMI inhibition 7.0%, P. falciparum M17LAP 2.4%, XIAP displacement -10.2%, M1AAP inhibition -4.1%, Lipid droplet 3.4, TNAP activation fold 1, human PMI inhibitors 8.5%, Siah-1 displacement -3.3%, UTI89 phage lysis 0.4% and Lipid droplet cells 6.5 µM 628.
CCOC(=O)c1nnn(CC(=O)Nc2cccc(Cl)c2C)c1C(=O)OCC was read as human PMI inhibition -0.6%, P. falciparum M17LAP 33.9%, XIAP displacement -1.1%, M1AAP inhibition 4.8%, Lipid droplet -6.2, TNAP activation fold 1.1, human PMI inhibitors 2.7%, Siah-1 displacement 10.0%, UTI89 phage lysis 1.1% and Lipid droplet cells 6.5 µM 757.
Screening Cc1ccc(S(=O)(=O)NCCCN2CCOCC2)cc1C returned human PMI inhibition -0.9%, P. falciparum M17LAP 2.5%, XIAP displacement -1.5%, M1AAP inhibition 4.5%, Lipid droplet 3.1, TNAP activation fold 1.1, human PMI inhibitors -3.3%, Siah-1 displacement -4.3%, UTI89 phage lysis 3.0% and Lipid droplet cells 6.5 µM 727.
Screening CSc1ccccc1NC(=O)CCn1c(=O)sc2ccccc21 returned human PMI inhibition 0.5%, P. falciparum M17LAP 2.5%, XIAP displacement -2.6%, M1AAP inhibition 7.7%, TNAP activation fold 1.1, human PMI inhibitors -0.9%, Siah-1 displacement 4.6% and UTI89 phage lysis -0.4%.
CCOc1cc(C)c(S(=O)(=O)Nc2ccc3cn[nH]c3c2)cc1C was read as human PMI inhibition 15.6%, P. falciparum M17LAP -5.1%, XIAP displacement -14.7%, M1AAP inhibition 1.1%, TNAP activation fold 1.1, human PMI inhibitors 18.6%, Siah-1 displacement 0.8% and UTI89 phage lysis 1.3%.
For C1=C(CCNc2ncnc3c2cnn3-c2ccccc2)CCCC1 the results were human PMI inhibition 22.8%, P. falciparum M17LAP 19.3%, XIAP displacement -0.7%, M1AAP inhibition 8.3%, Lipid droplet 3.2, TNAP activation fold 1.1, human PMI inhibitors 16.0%, Siah-1 displacement 3.6%, UTI89 phage lysis 0.2% and Lipid droplet cells 6.5 µM 760.
`CCOC(=O)c1[nH]c(C)c(C(=O)NCCCN2CCOCC2)c1C` gave human PMI inhibition -5.3%, P. falciparum M17LAP -13.8%, XIAP displacement -3.2%, M1AAP inhibition 1.2%, TNAP activation fold 1.1, human PMI inhibitors -3.7%, Siah-1 displacement -0.3% and UTI89 phage lysis 0.5%.
Screening COc1ccc(CNC(=O)C2CCCN(S(=O)(=O)c3c(C)n[nH]c3C)C2)cc1 (stereo not given) returned human PMI inhibition 5.6%, P. falciparum M17LAP 5.5%, XIAP displacement -1.8%, M1AAP inhibition 2.0%, Lipid droplet -3.0, TNAP activation fold 0.5, human PMI inhibitors 1.1%, Siah-1 displacement 3.1%, UTI89 phage lysis -0.9% and Lipid droplet cells 6.5 µM 707.
`COc1cccc(C(=O)N/N=C2/SCC(=O)N2CCc2ccc(OC)c(OC)c2)c1` gave human PMI inhibition 3.3%, P. falciparum M17LAP -2.5%, XIAP displacement -7.1%, M1AAP inhibition -0.5%, Lipid droplet 10.9, TNAP activation fold 0.9, human PMI inhibitors 4.0%, Siah-1 displacement -0.1%, UTI89 phage lysis 5.3% and Lipid droplet cells 6.5 µM 640.
Screening Cc1ccn(Cc2n[nH]c(=S)n2Cc2ccccc2)n1 returned human PMI inhibition 0.8%, P. falciparum M17LAP -1.3%, XIAP displacement 0.6%, M1AAP inhibition -1.0%, Lipid droplet 5.0, TNAP activation fold 0.9, human PMI inhibitors 0.9%, Siah-1 displacement -1.2%, UTI89 phage lysis 0.4% and Lipid droplet cells 6.5 µM 754.
